# Assay outcomes as filed in PubChem BioAssay.
# ALOX12 inh: Primary qHTS assay for inhibitors of human arachidonate 12S-lipoxygenase (ALOX12): Round 2. AID 1671190, 2021. Potency, µM (highest dose often 108 µM), inactives show at the top dose activity change, negative = inhibition, actives largely listed as inhibitors. actives 1.1% (n = 580,000). purified 12hLO, xylenol orange hydroperoxide absorbance. Polyunsaturated fatty acid lipoxygenase ALOX12 (Homo sapiens), P18054; active means well fitted inhibition curve with a large enough effect; inconclusive means small, poorly fitted or top-dose-only effect, or another doubt; inactive means no such curve, though single readings can be large or run the other way; further: potency means the concentration at half of the fitted maximal effect
# Target sequence (P18054 whole entry, looked up): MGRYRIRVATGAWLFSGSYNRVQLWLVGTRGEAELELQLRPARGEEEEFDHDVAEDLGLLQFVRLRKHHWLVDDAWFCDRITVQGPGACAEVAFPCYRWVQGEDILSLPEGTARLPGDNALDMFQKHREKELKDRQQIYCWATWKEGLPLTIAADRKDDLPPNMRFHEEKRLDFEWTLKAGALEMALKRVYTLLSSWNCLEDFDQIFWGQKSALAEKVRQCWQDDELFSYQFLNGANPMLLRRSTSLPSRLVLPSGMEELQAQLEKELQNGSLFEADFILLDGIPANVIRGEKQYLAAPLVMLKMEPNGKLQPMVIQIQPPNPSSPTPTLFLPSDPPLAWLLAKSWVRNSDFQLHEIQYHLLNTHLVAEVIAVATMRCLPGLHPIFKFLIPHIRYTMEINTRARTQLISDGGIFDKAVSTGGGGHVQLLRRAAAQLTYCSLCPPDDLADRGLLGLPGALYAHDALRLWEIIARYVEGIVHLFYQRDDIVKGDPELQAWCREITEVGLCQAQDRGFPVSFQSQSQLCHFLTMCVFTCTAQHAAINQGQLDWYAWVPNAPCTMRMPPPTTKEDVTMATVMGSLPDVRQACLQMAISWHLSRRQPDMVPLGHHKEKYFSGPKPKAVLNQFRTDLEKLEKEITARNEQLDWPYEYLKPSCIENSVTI
#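 Purified human 12hLO (150 nM final) in 25 mM Hepes, 0.01% Triton X-100, pH 7.0 was preincubated 15 min at room temperature with compound. Then 40 uM arachidonic acid was added, 30 min. Hydroperoxide was read by Fe-XO absorbance ratio 573/405 nm.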
# LDHA block: qHTS assay for inhibitors of human lactate dehydrogenase. AID 1347041, 2019. activity change, % (values are at about 110 or 230 µM). actives 0.15% (n = 480,000). L-lactate dehydrogenase A chain (Homo sapiens), P00338. purified LDHA, NADH/diaphorase-resazurin fluorescence; hits give low values; in the data active means activity change below about -30%; inconclusive means mostly about -25% to -30%;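 further: plate controls were DMSO wells for no effect and wells without enzyme for full effect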
#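 Enzyme activity of human lactate dehydrogenase 5 (2 nM; 0.06 mM NADH, 0.2 mM pyruvate, 5 min, RT) is measured via a resazurin/diaphorase fluorescence readout of residual NADH.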
# Active calls of the source: *; u = inconclusive; [ ] = dose if it differs, or a comment. Unless noted, on the % scale 0 is the no-effect control and ±100 the full control effect.
# Start of the listing, in advance, 3 compounds:
SMILES,ALOX12 inh,LDHA block
COc1cccc(CNC(=O)[C@@H]2CCCN2C(=O)[C@@H]2CCCN2C(=O)c2cccc3ccccc23)c1,u,-1.2
CN(CC(=O)NC(C)(C)C)C(=O)/C=C/c1ccc(C#N)cc1,15.1%,3.8
Cc1nc(-c2ccccc2Cl)sc1C(=O)N[C@@H](C)C(=O)O,2.0%,-0.2

# The whole of this part, repeating the preview:
SMILES,ALOX12 inh,LDHA block
COc1cccc(CNC(=O)[C@@H]2CCCN2C(=O)[C@@H]2CCCN2C(=O)c2cccc3ccccc23)c1,u,-1.2
CN(CC(=O)NC(C)(C)C)C(=O)/C=C/c1ccc(C#N)cc1,15.1%,3.8
Cc1nc(-c2ccccc2Cl)sc1C(=O)N[C@@H](C)C(=O)O,2.0%,-0.2
CN(CCOc1ccccc1)Cc1cc(=O)oc2cc(O)ccc12,-28.7%,-11.3
O=C(NCCc1c[nH]c2ccccc12)c1cnc2ccccc2n1,u,2.7
Cc1cc(-c2cc(C(=O)O)c3ccccc3n2)cc(C)c1C,u,1.5
O=C(Cc1ccccc1)Nc1ccc(Oc2ccccc2)cc1,-53.6%,9.9
COC(=O)C1=CN(c2ccc(OC)cc2)C(N)=C(C#N)C1c1ccccc1F (stereo unspecified),u,2.0
COc1ccc(OC)c(NC(=O)Cc2c(C)c3ccc(O)c(C)c3oc2=O)c1,9.2%,6.8
COc1cc(Cl)c(C)cc1NC(=O)CSc1nnc(C)n1-c1ccccc1,-15.5%,-5.7
COc1ccc(COC(=O)C2=C(C)NC3=C(C(=O)CCC3)C2c2cccc(OC)c2)cc1 (stereo unspecified),13.4%,-4.1
COc1cccc(OC)c1C(=O)OCC(=O)c1ccc(Cl)cc1Cl,u,4.3
CCCC(C)C(=O)Nc1ccc(-c2nc3ccccc3o2)cc1 (stereo unspecified),7.1%,2.5
CCCNc1c(NC(=O)Nc2ccccc2F)c(=O)oc2ccccc12,-6.8%,-3.6
CC(=O)C1=CCC2C3CC=C4CC(O)CCC4(C)C3CCC12C (stereo unspecified),6.9%,-4.4
O=C(Nc1c(NC2CCCC2)c2ccccc2oc1=O)c1ccc2c(c1)OCO2,3.0%,-1.8
O=C(Cn1nc(-c2ccc(Cl)cc2)c2ccccc2c1=O)N1CCCCC1,-3.3%,1.1
COc1ccc(-c2nc(C(=O)N3CCN(c4ccc(C(C)=O)cc4)CC3)cs2)cc1OC,u,1.3
O=C(Nc1nnc(C2CC2)s1)C(Sc1ccccc1)c1ccccc1 (stereo unspecified),-14.4%,-2.8
CC(C)C(=O)Nc1nc2ccc(CCC(=O)N3CCN(c4ccc(Cl)cc4)CC3)cc2s1,49.7%,3.0
CCOc1ccc(S(=O)(=O)N(C)CC(=O)N2CCOCC2)cc1C,-17.1%,-1.5
Cc1ccccc1OCCn1c(CN(C)C(=O)c2ccco2)nc2ccccc21,-2.1%,4.6
CCc1cccc(C)c1Nc1c(-c2ccccc2O)nc2cnccn12,u,6.2
Cc1ccc(-c2ccccc2)c(Oc2cccc(C#N)c2C#N)c1,-0.8%,-0.2
Cc1cccc(C(=O)Oc2ccc(C3(c4ccc(OC(=O)c5cccc(C)c5)cc4)OC(=O)c4ccccc43)cc2)c1,4.8%,-12.1
Cc1ccc(/C=C/S(=O)(=O)NCC(=O)OCC(=O)c2c[nH]c3ccccc23)cc1,u,5.5
CCN(CC)S(=O)(=O)c1cc(C)c(C)c([N+](=O)[O-])c1,41.9%,2.8
COC(=O)c1cccc(OC(=O)/C=C/c2ccc(-c3ccccc3)s2)c1,12.7%,-3.8
CSCCC(C(=O)NC(C)(C)C)n1c(-c2ccc3c(c2)OCO3)nc2ccccc21 (stereo unspecified),-2.0%,4.4
O=S(=O)(c1cccc2nsnc12)N1CCCCCC1c1ccccc1Cl (stereo unspecified),-13.9%,6.0
C=CCNC(=O)CN1CCN(Cc2ccc(F)c3cccnc23)CC1,41.3%[activator],4.0
COc1ccc(OC)c(-n2cnc3c2NC(=O)CC3c2ccsc2)c1 (stereo unspecified),u,90.4
Nc1nccnc1C(=O)NCc1ccc(OCc2cccc(F)c2)cc1,6.7%,-3.4
Cc1cccc(-n2ccnc2SC2CCCCC2=O)c1C (stereo unspecified),-18.2%,3.7
Cc1ccc(-n2nc(C)c(C(=O)N3CCc4ccccc4C3)c2-n2cccc2)cc1,u,1.4
COC(=O)c1cn(CC(=O)NC(C2CC2)C2CC2)c2ccccc12,-19.8%,u
Cn1cc(C(=O)NCCNC(=O)Cc2ccccc2)c2ccccc21,-5.2%,-0.9
Cc1nc2ccccc2c(C(=O)NO)[n+]1[O-],0.6%,10.2
CCOC(=O)CSc1ncn(-c2nc(NC)nc(N(C)C)n2)n1,-13.6%,7.3
Nc1sccc1C(=O)NCCN1CCOCC1,15.9%,2.3
CCS(=O)(=O)N1CCc2cc(C(=O)COc3ccc(C(=O)c4ccc(F)cc4)cc3)ccc21,25.6%,2.8
Cn1c(=O)[nH]c(=O)c2c1nc(SCCc1ccccc1)n2CCc1ccccc1,10.1%,-7.4
Cc1ccsc1C(=O)/C(C#N)=C\c1ccc(C(=O)O)cc1,u,10.7
Cc1cc(=S)nc[nH]1,u,1.5
CCOC(=O)c1c(NC(=O)c2cc(=O)c3ccccc3o2)sc(C)c1C,4.0%,1.7
CC(=O)NC(Nc1ccccc1F)C(=O)c1ccccc1 (stereo unspecified),-4.1%,3.7
COc1ccc2c(C)c(CC(=O)N3CCC(O)(c4ccc(Cl)cc4)CC3)c(=O)oc2c1,-7.2%,9.2
O=C(N/N=C/c1ccccc1[N+](=O)[O-])c1ccc(NS(=O)(=O)c2cccs2)cc1,u,-0.5
CCOC(=O)[C@]12CCCC=C1N(Cc1cccc3ccccc13)C(=O)[C@H](CC(=O)NCCCOC)C2,0.0%,-3.0
Cc1ccc(Cl)cc1NC(=O)COC(=O)c1nn(-c2ccccc2)c(=O)c2ccccc12,-23.1%,6.4
COc1cc(C(=O)NC2=Nc3ccccc3N=C(C)C2c2ccccc2)cc(OC)c1OC (stereo unspecified),-5.7%,-1.2
COc1cccc2[nH]c(C(=O)N[C@@H](C)C(=O)Nc3ccc4c(c3)OCCO4)cc12,3.6%,8.6
CC1CCC(C(C)C)C(OC(=O)CSc2ccccc2C(=O)O)C1 (stereo unspecified),-34.0%,12.9
O=C(NCC(c1cccnc1)N1CCN(c2ccc(F)cc2)CC1)C(=O)Nc1ccccc1 (stereo unspecified),32.4%[activator],-3.0
Cc1ccc(CNCCN(C)C)s1,-21.2%,-2.7
O=C1CC(c2cccc(Br)c2)c2c(n3c(nc4ccccc43)[nH]c2=O)N1 (stereo unspecified),1.1%,-0.8
CCN(CC)C(=O)c1sc(NC(=O)C(c2ccccc2)c2ccccc2)c(C#N)c1C,u,-4.6
CC(C)c1nc2cc(NC(=O)NCc3ccccc3F)ccc2o1,u,-2.2
Cc1cnc(C(=O)NC(c2ccccc2)c2ccccc2)cn1,u,4.4
CCCCn1c(=O)c2c(nc(-n3nc(C)c(C)c3C)n2Cc2ccc(F)cc2)n(C)c1=O,-1.0%,1.4
# Continuation.
SMILES,ALOX12 inh,LDHA block
O=C(NN=C1CCCCCCC1)C1CC1,37.8%[activator],1.6
COC(=O)C1=CN(c2ccc3c(c2)OCO3)C(N)=C(C#N)C1c1ccc(-c2ccccc2)cc1 (stereo unspecified),3.8%,1.0
CCC(=O)NCCc1sc(-c2ccc(F)cc2)nc1C,-1.9%,8.6
O=C(c1csc(-c2ccsc2)n1)N1CCCC1c1ccc2c(c1)OCCCO2 (stereo unspecified),8.0%,0.8
CN(C)S(=O)(=O)c1ccc(CN)s1,0.1%,6.7
Cc1ccc(C(=O)O)cc1S(=O)(=O)NCCO,u,-1.0
O=C(c1cc(=O)c2ccccc2o1)N1CCN(Cc2ccccc2)CC1,-3.3%,0.2
CC(OC(=O)c1cccc(S(=O)(=O)N2CCCCC2)c1)C(=O)N1CCCc2ccccc21 (stereo unspecified),-4.3%,6.2
COCCCn1c(SC(C)C(=O)c2ccc(OC)cc2)nnc1-c1ccc(Cl)cc1 (stereo unspecified),-4.8%,1.0
O=C(CSc1nc2ccc(NC(=O)C3CCCCC3)cc2s1)Nc1ccc(Cl)cc1,73.4%[activator],1.8
COc1ccccc1CNC(=O)CCc1c(C)c2ccc(O)c(C)c2oc1=O,10.4%,6.8
COCCn1c(SC(C)C(=O)c2cccc(Cl)c2)nnc1-c1ccc(Cl)cc1 (stereo unspecified),-29.6%,3.8
O=C(Nc1ccccc1C(=O)NCC(F)(F)F)c1cnccn1,-12.2%,1.1
Cc1ccccc1OCC(=O)Nc1c(NC2CCCCC2)c2ccccc2oc1=O,u,-3.6
COc1cc(NC(=O)c2nn(C)c(=O)c3ccccc23)cc(OC)c1OC,-14.6%,8.8

# A different layout for part of the listing above.
SMILES	ALOX12 inh	LDHA block
O=C(Nc1ccccc1C(=O)NCC(F)(F)F)c1cnccn1	-12.2%	1.1
Cc1ccccc1OCC(=O)Nc1c(NC2CCCCC2)c2ccccc2oc1=O	u	-3.6
COc1cc(NC(=O)c2nn(C)c(=O)c3ccccc23)cc(OC)c1OC	-14.6%	8.8

# Additional structures:
SMILES,ALOX12 inh,LDHA block
COC(=O)/C=C1\OCc2ccc(C)cc21,-10.8%,-9.0
O=C(O)CCC(=O)CCC(=O)c1cccs1,u,10.0
Cc1ccccc1-c1ccc2ccccc2n1,-29.4%,11.8
CC(=O)N1CCN(c2ccc(NC(=O)COc3ccc(Cl)cc3C)cc2Cl)CC1,3.2%,5.0
Cc1ccc(NC(NC(=O)c2ccccc2)C(Cl)Cl)cc1 (stereo unspecified),-37.4%,21.0
Cc1ncc(-c2ccc(C)c(S(=O)(=O)N3CCN(c4ccccc4F)CC3)c2)o1,3.3%,-1.8
Cc1ccc2c(c1)-c1cc(C)nn1C(c1ccsc1)N2 (stereo unspecified),-21.8%,6.3
CCN1CCN(CCNC(=O)c2cc3n(n2)CC(C)(C(=O)NCCC(C)C)N(C)C3=O)CC1 (stereo unspecified),-8.0%,-4.6
COC(=O)c1ccc(OCC(=O)NCC(F)(F)F)cc1,13.8%,-10.6
COc1ccc2nc(C)c(C(=O)Oc3ccc(C4SCCS4)cc3OC)cc2c1,u,11.5
COC(=O)c1sc(=S)n(-c2ccccc2C)c1N,u,0.1
COc1ccccc1C(C)NC(=O)Cc1n[nH]c(=O)c2ccccc12 (stereo unspecified),-20.3%,-8.4
Nc1ccccc1C1CC1(Cl)Cl (stereo unspecified),-6.9%,12.2
c1ccc2c(c1)OCCOCCOc1ccccc1OCCO2,-54.6%,1.1
Cc1cc(C)c2oc(-c3cccc(NC(=O)CC(C)C)c3)nc2c1,-40.7%,2.5

# Five compounds drawn at random from those above:
SMILES,ALOX12 inh,LDHA block
CC(=O)N1CCN(c2ccc(NC(=O)COc3ccc(Cl)cc3C)cc2Cl)CC1,3.2%,5.0
CCN1CCN(CCNC(=O)c2cc3n(n2)CC(C)(C(=O)NCCC(C)C)N(C)C3=O)CC1 (stereo unspecified),-8.0%,-4.6
Cc1ccc(NC(NC(=O)c2ccccc2)C(Cl)Cl)cc1 (stereo unspecified),-37.4%,21.0
Cc1cc(C)c2oc(-c3cccc(NC(=O)CC(C)C)c3)nc2c1,-40.7%,2.5
c1ccc2c(c1)OCCOCCOc1ccccc1OCCO2,-54.6%,1.1

# (more compounds)
SMILES,ALOX12 inh,LDHA block
Cc1ccc(C(=O)Nc2cccc(C#N)c2)cc1F,2.2%,-2.6
CC1(C)CC(CC(=O)N2CCCC2)(c2ccc(Cl)cc2)CCO1 (stereo unspecified),-1.3%,2.1
O=C(CSc1ccc(Cl)cc1)Nc1cc(Cl)ccc1N1CCOCC1,-19.9%,-20.1
CNc1nc(-c2ccc(NC(C)=O)cc2F)cs1,31.6µM*,-0.3
CSCc1ccc(C(=O)Nc2ccccc2F)o1,-2.1%,-4.5
CC/C(C)=N/NC(=O)C(O)(c1ccccc1)c1ccccc1,3.8%,-1.5
CCC(NC(=O)c1ccc(OC)cc1)c1ccccc1OC(F)F (stereo unspecified),3.2%,-1.2
Cc1ncsc1C(=O)NCCc1cccs1,12.9%,-3.2
CCOC(=O)c1[nH]c(C)c(C(=O)OCc2ccccc2)c1C,u,-1.9
O=S(=O)(NCc1ccnc(OCc2ccccc2)c1)N1CCOCC1,8.3%,-6.2
COc1cccc(CNC(=O)c2cc3cc(OC)ccc3[nH]2)c1,u,1.9
CCC(CC)C(CNC(=O)NCc1cccc(C)n1)N1CCOCC1 (stereo unspecified),-33.9%,-2.4
O=C(Cc1ccc2ccccc2c1)Nc1cnc2ccccc2c1,-20.9%,12.0
CS(=O)(=O)Nc1cc(NC(=O)c2cc(-c3ccco3)on2)ccc1F,-25.3%,-3.8
O=C(Nc1cccc(F)c1)c1nc2ccccc2nc1N1CCCCC1,32.4%[activator],0.4
O=C(/C(=C\c1ccccc1F)c1nc2ccccc2o1)c1ccccc1,-1.5%,7.4
CCn1c(SCC(=O)Nc2ccc3ccccc3c2)nnc1-c1cc2ccccc2o1,-3.1%,2.0
CCOC(=O)c1cccc(NS(=O)(=O)c2cc(-c3nn(CC)c(=O)c4c3CCCC4)ccc2C)c1,21.3%,4.6

# These rows are one share of the data; count on the stated rates, not on these rows.
